# S3 lipid droplet: qHTS Assay for Lipid Storage Modulators in Drosophila S3 Cells; Drosophila S3 cells, BODIPY lipid droplet fluorescence, 18-24 h; cells fed with added oleic acid; lipid storage change, negative = inhibition, % at the top dose, mostly 46.1 µM; hits show Potency in µM; 320,000 compounds, 0.64% hits; AID 2685, 2010; active means well fitted inhibition curve with a large enough effect in the signal ratio, with a control signal flat, not every such curve was filed as active; inconclusive means small, poorly fitted or top-dose-only effect, or effect the other way, or a change in a side signal; the % refers to the signal ratio
#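 Drosophila S3 cells loaded with oleic acid (400 uM, as added) and compounds at several concentrations; lipid droplets imaged by 488-nm laser-scanning cytometry, 500–530 nm intensity and object ratio to cell channel. Percent activity normalized to 20 uM Triacsin C.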
# S3 lipid droplet cell count max: recorded beside S3 lipid droplet, whose call it bears; cell number change, %; measured here: cell count max response;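 cells counted by Cell Tracker Red CMTPX staining in the red channel; peak over a dose series mostly up to 46.1 µM; percent activity relative to internal control wells on each plate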
# Active calls of the source: *; i = inactive; ? = inconclusive; . = not tested or not shown. On the % scale 0 is the no-effect control and ±100 the full control effect; potency means the concentration at half of the fitted maximal effect. The list is partial; rates above refer to the full screens.
entry	SMILES	S3 lipid droplet cell count max	S3 lipid droplet
1	NC(=O)c1cnn(-c2cccc(Cl)c2)c1N	5	-1%
2	O=Cc1ccc(-c2cccc(C(=O)O)c2)o1	.	?
3	Cc1ccc(C(=O)CCC(=O)OCC(=O)NNC(=O)c2ccc([N+](=O)[O-])cc2)cc1	.	?
4	Cc1cc(NC(=O)c2ccccc2F)n(C(C)(C)C)n1	.	?
5	N#Cc1nc(COc2cccc(Cl)c2)oc1N1CCCC1	.	?
6	O=C(N/N=C/c1ccc2c(c1)OCCO2)c1ccncc1	3	-1%
7	O=C(CC(Cc1ccccc1)C(=O)O)Nc1ccc(F)cc1 (stereo unspecified)	.	?
8	COc1cccc(CNC(=O)Cn2c(=O)oc3ccccc32)c1OC	.	i
9	COc1ccc(CNc2nc3c(c(=O)[nH]c(=O)n3C)n2CCCc2ccccc2)cc1	.	?
10	CC(C)Cc1nnc(NC(=O)Nc2ccccc2)s1	.	?
11	O=C(CSc1nnc2ccc(-c3ccc(Br)cc3)nn12)NCC1CCCO1 (stereo unspecified)	.	?
12	CCc1ccc(C(=O)COc2ccc(NC(C)=O)cc2)cc1	.	?
13	CCO[C@@H]1OC(C(N)=O)=C[C@H](c2coc3ccccc3c2=O)[C@H]1CCCO	9	7%
14	CC(=O)Nc1ccc(C(=O)CSc2nnc(-c3ccc(O)cc3)n2CC2CCCO2)cc1 (stereo unspecified)	.	?
15	O=C(N/N=C/c1ccc([N+](=O)[O-])o1)c1cc2c(ccc3ccccc32)o1	-14	-7%
16	CC(CCc1ccccc1)NC(=O)COC(=O)c1ccc([N+](=O)[O-])cc1 (stereo unspecified)	.	i
17	COc1ccc(OCC(=O)OCC(=O)NCC2CCCCC2)cc1	.	?
18	CCOc1ccc(NC(=O)NCc2ccc3c(c2)OCO3)cc1	6	11%
19	CS(=O)(=O)N1CCN(c2nc3ccc(Cl)cc3s2)CC1	4	-9%
20	COc1ccc(C(=O)Nc2ccccc2C(=O)N2CCOCC2)cc1Br	.	?
21	CCOC(=O)Cn1c(=O)oc2cc(S(=O)(=O)NC3CCCc4ccccc43)ccc21 (stereo unspecified)	.	?
22	COc1ccc2nc(N=Nc3c(O)ccc4ccccc34)sc2c1	-4	8%
23	CC(=O)Nc1cccc(-c2cnc3ccccc3n2)c1	.	?
24	COc1cccc(C(=O)NNC(=O)C2CC(C)=C(C)CC2C(=O)O)c1 (stereo unspecified)	1	14%
25	COC(=O)C1(CCSC)NC(c2ccccc2OC)C2C(=O)N(C)C(=O)C21 (stereo unspecified)	.	?
26	O=C(NCCc1c[nH]c2ccccc12)C1CCN(Cc2ccc(Br)cc2)CC1	.	?
27	CC(c1ccccc1)n1c(Br)nc2c1c(=O)[nH]c(=O)n2C (stereo unspecified)	.	?
28	CCOc1cccc2sc(N(CCCN(C)C)C(=O)c3ccc(S(=O)(=O)N(C)c4ccccc4)cc3)nc12	-2	0%
29	Cc1ccc(S(=O)(=O)Nc2cccnc2)cc1C	.	?
30	COC(=O)CCC(=O)NNC(=O)c1cccc(Br)c1	0	1%
31	Cc1ccc2ncccc2c1NC(=S)NC(=O)c1ccccc1	.	?
32	O=C(CN1CCCC1=O)NC1CCCc2c1cnn2-c1cc(F)cc(F)c1 (stereo unspecified)	.	?
33	O=S1(=O)CCOC[C@H](c2ccccc2)N1Cc1cccc(F)c1	21	i
34	Cc1cccc(-n2ncc3c(N4CC(C)CC(C)C4)ncnc32)c1 (stereo unspecified)	.	?
35	Cc1c2c(n3c(nc4ccccc43)c1C#N)N(CCN1CCOCC1)CC2	2	12%
36	CCOC(=O)CNC(=O)c1ccc2c(c1)OCCO2	.	?
37	COc1ccc(-n2cnnc2SCC(=O)Nc2cccnc2Cl)cc1	9	-6%
38	O=C(Cn1nc(-c2ccco2)ccc1=O)Nc1cc(C(F)(F)F)ccc1Cl	.	?
39	CCCCn1c(N)c(N(C)C(=O)c2cn(-c3ccccc3)nc2-c2ccccc2)c(=O)[nH]c1=O	.	?
40	CC(=O)N(c1nc(/C=C\C(=O)O)cs1)c1ccccc1F	.	?
41	CC(C)(C)c1ccc(OCCNCc2ccccc2)cc1	.	?
42	CC(/C=C/c1ccc(Cl)o1)=C\C(=O)O	-2	0%
43	O=C(O)[C@H](Cc1ccccc1)NC(=O)N1CCN(c2cccc(C(F)(F)F)c2)CC1	.	?
44	CCN(CC)c1ccc(C=O)c(OC)c1	15	-6%
45	CCN1c2ccccc2-c2nc3ccccc3n2C1c1cccnc1 (stereo unspecified)	.	?
46	CC(=O)c1c(C)[nH]c(C(=O)CSc2nnc(N)s2)c1C	.	?
47	CCc1ccc(CCC(=O)Nc2ccc(C)cc2C)o1	.	?
48	O=C(Nc1ncccc1O)c1ccc(Oc2ccccc2)cc1	.	?

# Numbers 36–37 from above:
entry	SMILES	S3 lipid droplet cell count max	S3 lipid droplet
36	CCOC(=O)CNC(=O)c1ccc2c(c1)OCCO2	.	?
37	COc1ccc(-n2cnnc2SCC(=O)Nc2cccnc2Cl)cc1	9	-6%

# Gathered by group, those above containing a CF3 group.
entry	SMILES	S3 lipid droplet cell count max	S3 lipid droplet
38	O=C(Cn1nc(-c2ccco2)ccc1=O)Nc1cc(C(F)(F)F)ccc1Cl	.	?
43	O=C(O)[C@H](Cc1ccccc1)NC(=O)N1CCN(c2cccc(C(F)(F)F)c2)CC1	.	?

# (more compounds)
entry	SMILES	S3 lipid droplet cell count max	S3 lipid droplet
49	N#Cc1cc(-c2cccc(Cl)c2)c[nH]c1=O	.	?
50	COc1ccc(C(=O)C(OC(=O)c2ccccc2Cl)c2ccccc2)cc1 (stereo unspecified)	-13	4%
51	Cc1cc(C)c(OCC(=O)N(C)CC(=O)Nc2ccc(N3CCOCC3)cc2)c(C)c1	-3	0%
52	CCOc1cc(CNCCCN2CCOCC2)cc(Br)c1OCc1ccccc1Cl	-6	-18%
53	[O-]/C(=C(\C(=S)NCc1ccco1)[n+]1ccccc1)c1ccccc1Br	-9	-11%
54	Cc1cccc(N2CCN(c3ccc4cc(S(=O)(=O)N5CCCCC5)ccc4n3)CC2C)c1 (stereo unspecified)	.	?
55	CCN(CC)C(=O)CSC(Nc1cccc(F)c1)=C(C#N)C#N	.	?
56	Cc1cc(C)cc(S(=O)(=O)c2cn(C)c3cc(N4CCN(C)CC4)c(F)cc3c2=O)c1	.	?
57	C/C(=N\NC(=O)CSc1nc2ccccc2s1)c1cccnc1	-9	-11%
58	CCCNC(=O)COC(=O)c1cc(SC)ccc1Cl	0	-19%
59	Cn1c(CNC(=O)CNC(=O)c2cccc(F)c2)cc(=O)n(C)c1=O	8	i
60	CCC1(c2ccc(F)cc2)NC(=O)N(CC(=O)NCc2ccc(F)cc2)C1=O (stereo unspecified)	-3	16%
61	O=c1sc2ccccc2c(=O)n1Cc1ccccc1F	.	?
62	CCC(=O)Nc1ccc(Cl)c(-c2nc3ncccc3o2)c1	.	?
63	COC(=O)c1ccc(S(=O)(=O)N(Cc2cc3cc4c(cc3[nH]c2=O)OCO4)C2CCCCC2)cc1	.	?
64	Cc1ccc(C(=O)NCC(=O)NCCc2ccc(S(N)(=O)=O)cc2)s1	.	?
65	CCC(C(=O)OC(C)C(=O)Nc1ccc(Cl)cn1)c1ccccc1 (stereo unspecified)	.	?
66	COc1cccc(NC(=O)CN(C)C(=O)COc2ccccc2Cc2ccccc2)c1	.	?
67	FC(F)(F)c1cccc(Cc2noc(CN3CCCC(OCc4ccccn4)C3)n2)c1 (stereo unspecified)	-4	10%
68	CCOc1ccc(NC(=O)COn2nnc3ccc(S(=O)(=O)N4CCOCC4)cc32)cc1	-1	9%
69	C#CCOCCOCCOCCNc1nc(N2CCN(C(=O)C(Cc3cc4ccccc4[nH]3)n3cc(C(N)Cc4ccc(O)cc4)nn3)CC2)nc(N2CCN(C(=O)C(Cc3cc4ccccc4[nH]3)n3cc(C(N)Cc4ccc(O)cc4)nn3)CC2)n1 (stereo unspecified)	10	-1%
70	CCN(CC)c1ccc(/C=C2/C(=O)N(c3ccc([N+](=O)[O-])cc3)N=C2N2CCOCC2)cc1	.	?
71	CCCOc1ccc(N2C(=O)CC(N(O)c3ccccc3)C2=O)cc1 (stereo unspecified)	-1	14%
72	COc1cccc(-n2nnc3c(=O)n(Cc4ccc(F)cc4)cnc32)c1	-3	11%
73	Cc1nn(Cc2ccccc2Cl)c(C)c1NC(=O)CCCn1nc(C)c([N+](=O)[O-])c1C	-4	9%
74	Cc1c(O)cc2c(c1O)C(=O)CC(c1ccc(O)cc1)O2 (stereo unspecified)	-9	-8%
75	C=CCNC(=S)N1CCN(c2ncc3c(=O)c(C(=O)O)cn(CC)c3n2)CC1	-11	7%
76	COc1cc(-c2cc(C(=O)Nc3ccc(S(N)(=O)=O)cc3)c3ccccc3n2)cc(OC)c1OC	.	?
77	CCCn1c(SCC(=O)NCc2ccc(C)cc2)n[nH]c1=O	.	?
78	CCOc1ccc(CN2CCCN(C)CC2)cc1	.	?
79	O=C(CCl)Nc1cccc(S(=O)(=O)N2CCCCCC2)c1	.	?
80	Cc1csc(SC(C)C(=O)NCc2ccc3c(c2)OCO3)n1 (stereo unspecified)	.	?
81	CC1=C(C)CC(C(=O)NCCc2ccc(F)cc2)C(C(=O)O)C1 (stereo unspecified)	.	?
82	COC(=O)CCc1n[nH]c(=O)[nH]c1=O	.	?
83	COc1cccc(Cn2c(Oc3ccccc3)nc3c2c(=O)n(C)c(=O)n3C)c1	.	i
84	CSc1ccc(C(=O)C2CCCN(C(=O)c3nn(C)c(=O)c4ccccc34)C2)cc1 (stereo unspecified)	.	?
85	CC(C(=O)Nc1ccccc1C(=O)N1CCCC1)n1nnc2ccccc21 (stereo unspecified)	.	?
86	COCCNC(=O)/C(C#N)=C1\N=C(NC(=O)c2cccs2)c2ccccc21	.	?
87	O=C(CCC(=O)N1CCCCC1)Nc1nnc(C2CCCCC2)s1	.	?
88	CCOC(=O)C1(Cc2ccccc2C)CCCN(C(=O)c2cc(CC)nn2C)C1 (stereo unspecified)	.	?
89	CCn1c(SCc2cccc(F)c2)nnc1-c1ccncc1	.	24%
90	COC(=O)C1C(=O)/C(=C/N(C)C)C(=O)CC1(C)C (stereo unspecified)	-2	-3%
91	COc1ccc(NC(=O)COC(=O)Cn2c(C)nc3ccccc32)cc1OC	-1	-8%
92	CNc1nc(-c2ccc(S(=O)(=O)N3CCCCC3)cc2)cs1	.	?
93	O=C(NC(=S)N1CCN(c2ccc(C(F)(F)F)cc2[N+](=O)[O-])CC1)c1cccs1	-14	24%
94	COC(=O)COc1ccc(S(=O)(=O)NCc2ccc3c(c2)OCO3)cc1C	.	?
95	CCN(CC)S(=O)(=O)c1ccc(Cl)c(NC(C)=O)c1	.	?
96	CCc1ccc2nc(NC(=O)c3cc(C)on3)sc2c1	-7	19%

# Single records, as listed above. Screens in order: S3 lipid droplet cell count max	S3 lipid droplet
# Shown for `CCOC(=O)C1(Cc2ccccc2C)CCCN(C(=O)c2cc(CC)nn2C)C1` (stereo unspecified) = .	?
# Shown for `COc1ccc(NC(=O)COC(=O)Cn2c(C)nc3ccccc32)cc1OC` = -1	-8%
# Shown for `CC(C(=O)Nc1ccccc1C(=O)N1CCCC1)n1nnc2ccccc21` (stereo unspecified) = .	?
# Shown for `CCc1ccc2nc(NC(=O)c3cc(C)on3)sc2c1` = -7	19%
# Shown for `CNc1nc(-c2ccc(S(=O)(=O)N3CCCCC3)cc2)cs1` = .	?

# Other compounds follow.
entry	SMILES	S3 lipid droplet cell count max	S3 lipid droplet
97	COCCCn1c(C)nnc1SCC(=O)Nc1ccc(C(C)=O)cc1	-14	-14%
98	Cc1ccc(-c2nnc(SCC(=O)NC3CCCc4ccccc43)n2N)cc1 (stereo unspecified)	.	?
99	CCOC(=O)C1(CCOC)CCN(Cc2ccncc2)CC1	-1	-8%
100	O=C(CCN1C(=O)/C(=C\c2ccccc2F)SC1=S)Nc1ccc(C(=O)O)c(O)c1	4	2%
101	O=C1N(Cc2cccnc2)C[C@@H]2C[C@@H](c3ccc(-c4ccccc4)cc3)N3CCC[C@@]123	7	0%
102	Cc1ccc2c(c1)N(CC(=O)NCc1ccco1)C(=O)CO2	19	5%
103	CN(C)CCCn1c(SCC(=O)Nc2nc(-c3cccc(Br)c3)cs2)nc2ccccc2c1=O	13	7%
104	O=C(NS(=O)(=O)c1ccccc1)c1ccccc1	.	?
105	COc1ccccc1-n1c(=S)sc2c(=O)n(Cc3ccco3)c(SC)nc21	.	?
106	CCOC(=O)CSc1nc2ccc(C)cc2cc1C#N	.	?
107	O=C1CCC(C(=O)N2CCN(c3cnccn3)CC2)CN1CCc1ccc(Cl)cc1 (stereo unspecified)	4	-20%
108	CCOC(=O)/C=C/C(=O)OCC(=O)Nc1cccc(Br)c1	.	?
109	C=CCOC(=O)C1=C(C)NC(SCC(=O)OCC)=C(C#N)C1c1ccc(O)c(OC)c1 (stereo unspecified)	-18	12%
110	O=C(NN=C(c1ccccc1)c1ccccc1)C(CCl)C1CCCCC1 (stereo unspecified)	.	?
111	COc1ccc(C(O)P(=O)(O)CCc2ccccc2)cc1 (stereo unspecified)	16	2%
112	O=C(CNCC1CCCCC1)Nc1ccccc1N1CCCCC1	.	?
113	O=C(O)c1ccccc1/C=N/NC(=O)c1cc(-c2ccco2)nc2ccccc12	6	0%

# Source: PubChem
